Screening results as filed in PubChem.
CXXC DNA block: inhibitors of human MLL CXXC domain-DNA interaction | Q03164 | MLL-CXXC / FITC-HOXA9 DNA fluorescence polarization | Potency, µM (doses to about 115 µM), for the others: top-dose activity change, negative = inhibition, usual class: inhibitors | 290,000 compounds, 0.037% hits | AID 2662; active means well fitted inhibition curve with a large enough effect in the polarisation, with a control signal flat, not every such curve was filed as active; inconclusive means small, poorly fitted or top-dose-only effect, or effect the other way, or a change in a side signal; inactive means no such curve, though single readings can be large or run the other way; the % refers to the polarisation; further: potency means the concentration at half of the fitted maximal effect
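Purified MLL-CXXC (added from a 7 uM solution) was preincubated 5 min at ambient with pinned compounds in 50 mM Tris-HCl pH 7.5, 50 mM NaCl, 1 mM DTT, 0.05% BSA. Fluorescein-labeled HOX-A9 DNA (50 nM solution) followed, 30 min, then polarization read.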
KCNH2 WT inh: blocks the wildtype human KCNH2 potassium channel | Q12809 | U2OS, BacMam KCNH2, thallium flux FluxOr; stronger effect = lower value | activity change, % at 1.84 µM | 340,000 compounds, 0.37% hits | AID 720551;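 active means maximum activity change below -70%; inconclusive means maximum activity change between -70% and -50%; inactive means maximum activity change above -50%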; further: on the % scale 0 is the no-effect control and ±100 the full control effect
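U2OS cells were transduced with wild-type KCNH2 virus (2.03 x 10^8 / mL) for 4 h at room temperature, then cultured overnight at 37 C. Thallium flux was read with FluxOr dye. Rate constants were normalized to DMSO controls.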
GALK inh: inhibitors of human galactokinase; P51570; Purified GALK, Kinase-Glo residual ATP luminescence; Potency, µM (doses to about 57.5 µM), for the others: at the highest dose activity change, negative = inhibition, most hits filed as inhibitors; 270,000 compounds, 0.007% hits; AID 1868; further: potency means the concentration at half of the fitted maximal effect; on the % scale 0 is the no-effect control and ±100 the full control effect
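Human GALK (5 nM) with 35 uM ATP and 100 uM galactose in 20 mM HEPES pH 8.0, 5 mM MgCl2, 60 mM NaCl, 1 mM DTT, 0.01% BSA. After 1 h at room temperature, leftover ATP was read by Kinase-Glo Plus luminescence.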
FBPA coupling cs: counter-screen for Giardia aldolase inhibitors: coupling enzyme system; 290,000 compounds, 0.67% hits; coupling enzyme system counterscreen, AmpLite Red fluorescence; activity change, negative = inhibition, % at 58.2 µM, hits read low; in the data active means activity change below about -30%; further: on the % scale 0 is the no-effect control and ±100 the full control effect
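Coupling enzymes only (glyceraldehyde-3-phosphate) + compound, at 57.5 uM final, 10 min RT; add substrate/coupling/AmpLite Red mix, 20 min RT; fluorescence ex 525/em 598 nm. Actives flag coupling-system interference.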
B2AR arrestin: agonists driving beta-arrestin recruitment to human beta2-adrenergic receptor; P07550; beta-arrestin recruitment to beta2AR, cell-based reporter; Potency, µM (top dose mostly 46.1 µM), without a hit: at the top dose activation, usual class: activators; 330,000 compounds, 0.02% hits; AID 492947;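 further: potency means the concentration at half of the fitted maximal effect; 0% = DMSO controls and full agonism = EC100 isoproterenol or metaproterenol; nearly all actives have a fitted effect of over 65% in size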
Target sequence (P07550 whole entry, looked up): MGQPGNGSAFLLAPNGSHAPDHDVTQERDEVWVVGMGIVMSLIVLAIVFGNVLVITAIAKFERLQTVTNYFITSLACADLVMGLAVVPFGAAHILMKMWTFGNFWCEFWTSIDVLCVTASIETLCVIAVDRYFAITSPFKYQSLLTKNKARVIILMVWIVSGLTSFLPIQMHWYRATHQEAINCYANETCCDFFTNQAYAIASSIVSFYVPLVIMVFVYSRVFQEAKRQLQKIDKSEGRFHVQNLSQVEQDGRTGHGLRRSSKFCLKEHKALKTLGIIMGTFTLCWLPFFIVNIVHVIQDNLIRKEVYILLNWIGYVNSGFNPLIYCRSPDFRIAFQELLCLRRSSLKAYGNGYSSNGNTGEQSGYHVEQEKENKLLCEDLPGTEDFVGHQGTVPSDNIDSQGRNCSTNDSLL
KCNH2 3.1 inh: inhibitors of human KCNH2 3.1 potassium channel isoform; U2OS KCNH2 3.1, thallium flux FluxOr; stronger effect = lower value; activity change, % (tested at about 1.8 µM); 340,000 compounds, 0.95% hits;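 active means maximum activity change below -70%; inconclusive means maximum activity change from -70% to -50%; inactive means maximum activity change above -50%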;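 further: thallium influx rate constant from kinetic fluorescence after stimulation buffer; on the % scale 0 is the no-effect control and ±100 the full control effect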
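Virally transduced U2OS (3.1 isoform, 4 h infection in dark at RT) → overnight 37 C → FluxOr + Red40 in HBSS/HEPES, 45 min → stimulation buffer, 2 min kinetic read → rate constant vs DMSO controls.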
TRPV1 ag: human TRPV1 agonism | Q8NER1 | TRPV1-expressing cells, Fluo-8 calcium influx, agonist mode | activation, % at 8.33 µM | 320,000 compounds, 0.19% hits | AID 540275; in the data active means activation above about 80%; inconclusive means between about 30% and that limit; further: 0% is about no effect
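Fluo-8 calcium influx in TRPV1-expressing cells, kinetic read (ex 480/em 520 nm). Compound added and read 3 min for agonist activity, followed by capsaicin at EC20 final and 2 min further read for enhancement.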
USP2a block: inhibitors of human ubiquitin-specific protease USP2a; USP2 core, Ub-CHOP2 coupled fluorogenic reporter, 485/531; AID 463254; O75604; Potency, µM (series often up to 38.3 µM), inactives show at the highest dose activity change, negative = inhibition, usual class: inhibitors; 330,000 compounds, 0.01% hits;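 further: potency means the concentration at half of the fitted maximal effect; plate controls were DMSO wells for no effect and full inhibition by NEM control for full effect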
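Cell-free coupled assay: 10nM USP2 core preincubated 30min RT with compound in Tris-HCl pH 8.0/CaCl2/CHAPS buffer, then 25nM Ub-CHOP2 and 25nM reporter substrate; fluorescence (Ex 485/Em 531) read after 60min RT, normalized to NEM inhibition, concentration-response curves fitted.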
Giardia killer: kills Giardia lamblia; Giardia lamblia trophozoite viability; activity change, % at 7.66 µM, hits read low; 340,000 compounds, 0.15% hits; AID 540267; in the data active means activity change below about -80%; inconclusive means between about -30% and that limit;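 further: parasites exposed to compound for two days anaerobically before the ATP read; on the % scale 0 is the no-effect control and ±100 the full control effect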
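Viability, read as ATP luminescence: trophozoites at 100 cells/well, compound added, 48 hrs anaerobic at 37 deg C, then 15-30 min room-temperature development before reading.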
Menin MLL FP TR: displaces Texas Red mutant MLL peptide from human menin; O00255; Menin + Texas Red MLL mutant peptide, fluorescence polarization; Potency, µM (titrated, usually from 61.6 µM), for inactives: at the top dose FP activity change, negative = inhibition, most hits filed as inhibitors; 270,000 compounds, 0.23% hits; AID 1768; active means well fitted inhibition curve with a large enough effect in the polarisation, with a control signal flat, not every such curve was filed as active; inconclusive means small, poorly fitted or top-dose-only effect, or effect the other way, or a change in a side signal; inactive means no such curve, though single readings can be large or run the other way; the % refers to the polarisation; further: potency means the concentration at half of the fitted maximal effect; % of control where 0% means no effect; many of its hits are not listed in these tables
Target sequence (O00255 whole entry, looked up): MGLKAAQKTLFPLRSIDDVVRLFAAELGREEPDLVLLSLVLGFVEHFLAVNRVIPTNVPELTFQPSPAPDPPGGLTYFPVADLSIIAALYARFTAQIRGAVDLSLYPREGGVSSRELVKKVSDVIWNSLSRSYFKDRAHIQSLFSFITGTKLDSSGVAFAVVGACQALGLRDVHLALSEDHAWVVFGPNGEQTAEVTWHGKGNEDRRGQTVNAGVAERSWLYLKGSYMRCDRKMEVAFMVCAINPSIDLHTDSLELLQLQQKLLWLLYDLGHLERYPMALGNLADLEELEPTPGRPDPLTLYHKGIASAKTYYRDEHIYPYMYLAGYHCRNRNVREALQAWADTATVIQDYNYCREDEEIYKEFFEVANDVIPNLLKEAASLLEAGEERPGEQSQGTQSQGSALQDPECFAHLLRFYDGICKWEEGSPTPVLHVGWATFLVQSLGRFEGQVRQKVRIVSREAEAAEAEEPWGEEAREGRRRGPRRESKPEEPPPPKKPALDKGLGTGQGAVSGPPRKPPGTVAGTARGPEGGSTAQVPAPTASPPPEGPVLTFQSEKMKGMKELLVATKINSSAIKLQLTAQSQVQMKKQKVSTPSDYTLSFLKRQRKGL
PKM2 act: increases activity of human pyruvate kinase M2; P14618; purified PKM2, Kinase-Glo ATP luminescence, activation; response scale: 0% is enzyme alone, no compound; Potency, µM (top dose mostly 57.5 µM), without a hit: at the highest dose activation, actives largely listed as activators; 260,000 compounds, 0.34% hits; AID 1631; further: potency means the concentration at half of the fitted maximal effect; on the % scale 0 is the no-effect control and ±100 the full control effect; nearly all actives have a fitted effect of over 55% in size
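Purified hPK-M2 (>95% pure) converted ADP (0.1 mM final) to ATP with 0.5 mM PEP in 50 mM imidazole pH7.2, KCl, MgCl2, Tween 20, BSA; 1 h at room temperature. ATP detected by Kinase-Glo luminescence.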
* = called active by the depositor; ? = inconclusive; . = no result given; [ ] = remark or other dose. Unless noted, the call rests on the fitted dose curve; in most records, active means well fitted curve in the direction sought with a large enough effect; inconclusive means small, poorly fitted or top-dose-only effect, or another doubt; inactive means no such curve, though single readings can be large; an effect the other way counts as inactive or inconclusive. This is a subset; count on the stated rates, not on these rows.

Order of values – CXXC DNA block	KCNH2 WT inh	GALK inh	FBPA coupling cs	B2AR arrestin	KCNH2 3.1 inh	TRPV1 ag	USP2a block	Giardia killer	Menin MLL FP TR	PKM2 act
Cc1ccc(CNC(=O)CCc2ccccc2)cc1
  4.8%	-5.0	9.7%	-0.7	-0.5%	6.9	6.8	2.6%	0.6	4.7%	1.6%
O=C(Nc1cc(S(=O)(=O)N2CCOCC2)ccc1N1CCCC1)c1cc(F)c(F)cc1Cl
  .	1.7	.	.	-0.2%	-8.7	-3.3	3.3%	-29.8	.	.
CCc1sc(C(=O)NCCc2ccc(S(N)(=O)=O)cc2)cc1C
  2.0%	-0.3	-2.1%	0.8	0.4%	-5.0	9.6	1.4%	-6.7	9.3%	2.1%
O=C(NCCCCC(NC(=O)C1CCCCC1)C(=O)O)c1ccccc1 (stereo not given)
  -0.8%	22.9	6.3%	-0.2	-0.1%	12.4	0.2	3.1%	-7.3	1.5%	3.2%
CCOC(=O)C1(CCCc2ccccc2)CCN(Cc2ccn[nH]2)CC1
  3.9%	2.7	9.2%	0.7	-0.8%	1.4	7.0	3.2%	-0.7	?	-2.4%
NN(CCO)C(=S)Nc1ccc(Cl)cc1
  1.0%	1.4	5.2%	-0.3	-0.1%	11.9	-0.2	0.4%	1.8	-3.4%	3.0%
CC(C(=O)Nc1ccon1)N1C(=O)c2ccccc2S1(=O)=O (stereo not given)
  .	-5.3	.	.	-0.3%	-11.9	2.0	0.6%	-8.5	.	.
CC(=O)c1ccc(-c2ccccc2OC(F)(F)F)o1
  13.6%	1.9	0.1%	-4.5	-0.8%	-9.9	.	-5.4%	-4.5	.	-5.7%
CCOc1ccc(/C=N/NC(=O)C(C)N(c2ccc(OC)cc2)S(C)(=O)=O)cc1OCC (stereo not given)
  -7.0%	12.8	-0.4%	-0.7	0.3%	-5.7	3.4	2.4%	14.5	-3.4%	3.0%
Cc1ccc(N2C(=O)CC(Sc3ccccc3C(=O)O)C2=O)cc1 (stereo not given)
  13.1%	-7.4	-0.9%	3.7	0.2%	-16.4	-4.0	2.1%	-16.6	6.3%	?
CCCc1nn(C)c(C(=O)Nc2cccc(C)c2)c1Cl
  2.2%	1.1	-2.0%	0.3	2.2%	-7.7	?	-0.8%	-17.3	-8.3%	1.6%
O=C(CC(SCc1ccco1)c1ccc(O)cc1)c1cccs1 (stereo not given)
  -4.6%	21.9	2.4%	0.2	8.1%	-2.1	15.9	1.5%	1.1	25.8%	-2.8%
Cn1c(-c2cccc(Br)c2)cnc1NCc1ccccc1O
  1.4%	-0.2	0.8%	6.1	0.5%	-35.8	-0.8	-0.4%	4.5	?	29.4%
CN(C(=O)COC(=O)c1ccc2c(c1)OCO2)C1CCS(=O)(=O)C1 (stereo not given)
  -15.2%	0.3	3.9%	1.4	0.3%	14.4	2.0	0.8%	-16.5	9.5%	0.0%
CC(=O)c1[nH]c(C)c(C(=O)N2CCCC(Nc3cccc(F)c3)C2)c1C (stereo not given)
  -12.7%	7.5	-6.0%	.	0.3%	1.5	22.4	-1.2%	-5.5	.	.
CC(=O)C1=C(C)NC(SCSc2ccccc2)=C(C#N)C1c1cccnc1 (stereo not given)
  -3.6%	-4.9	1.8%	-6.0	-0.2%	-12.6	19.7	-5.0%	-1.4	-2.9%	19.7%
O=c1c2ccccc2n2c(-c3ccc(C(F)(F)F)cc3)nnc2n1Cc1ccccc1
  0.4%	25.4	1.2%	0.3	0.5%	-16.9	2.1	-0.8%	25.2	-10.6%	-24.8%
O=C(C1CCC(CNc2c(N3CCCC3)c(=O)c2=O)CC1)N1CCc2ccccc21 (stereo not given)
  -5.6%	-12.0	-1.9%	1.9	-0.3%	5.7	1.1	-0.3%	-19.2	.	1.2%
Cc1onc(-c2ccccc2)c1C(=O)NCC1CCN(C(=O)c2c(-c3ccccc3)noc2C)CC1
  0.7%	15.4	2.3%	0.4	-0.8%	-6.1	-0.7	-6.2%	0.1	-20.9%	-2.0%
Cc1ccc(CN2CCN(C3CSCCSC3)CC2CCO)cc1 (stereo not given)
  0.2%	1.2	10.5%	-0.7	-0.6%	8.8	1.5	5.2%	5.1	-8.9%	-4.5%
CC(C)(C)NC(=O)N1CCCC(C(=O)c2cccc(Cl)c2)C1 (stereo not given)
  -10.3%	7.6	0.1%	2.9	-0.8%	0.2	7.5	1.2%	2.5	-5.5%	-3.0%
COc1ccc(CN2CCN(Cc3ccc(C)cc3)CC2)c(OC)c1
  16.2%	8.2	-0.9%	-0.3	-0.6%	-4.7	7.9	-0.8%	-6.4	?	.
Cc1ccsc1/C=N/Nc1ccc(C(=O)O)cc1
  29.4%	2.0	4.6%	1.4	-0.3%	15.6	-5.8	0.6%	-2.8	36.5%[activator]	.
O=C(Nc1ccsc1C(=O)N1CCCC1)c1ccccc1
  -1.8%	3.8	-0.8%	2.0	-0.2%	17.5	24.6	2.9%	-9.0	-4.8%	0.0%
Cc1cc(=O)n2[nH]c(-c3ccc(F)cc3)nc2n1
  22.1%	-28.0	2.7%	-9.5	-0.6%	18.0	-3.3	-0.4%	?	5.9%	-28.5%
Cc1cc(C)n(-c2ccc(Cl)c(C(=O)Nc3ccc(-c4nnc5n4CCCCC5)cc3)n2)n1
  -4.9%	-1.3	-0.6%	0.9	0.3%	-12.4	0.1	-2.1%	-1.6	-2.9%	-1.9%
CCCCN(CC)C(=O)Cn1ncc2c1-c1cc(C)ccc1OC2
  -16.9%	-3.9	0.8%	3.1	0.1%	7.4	13.3	-0.8%	-1.1	-9.8%	2.0%
CCn1c(SCC(=O)N2CCCC2)nnc1-c1ccc(S(=O)(=O)N2CCCCCC2)cc1
  0.5%	-0.7	-2.9%	-0.9	-0.2%	0.8	3.1	-1.4%	-8.5	-12.1%	-1.1%
O=C(Nc1ccc(F)c(F)c1)C1=COCCO1
  .	17.2	.	.	-0.3%	11.3	6.4	-1.0%	11.6	.	.
CCOC(=O)N1CCC(N2Cc3cccc(C(=O)Nc4c(C)cccc4CC)c3C2=O)CC1
  7.3%	1.0	-2.1%	0.5	0.0%	-19.9	4.3	7.4%	2.1	-21.0%	0.3%
COc1ccc(NC(=O)NNC(=O)C(C)Oc2ccc3ccccc3c2)cc1 (stereo not given)
  2.2%	0.2	1.2%	-2.1	-0.4%	-6.3	-3.6	-3.1%	-9.5	6.4%	4.8%
O=C(CN1C(=O)NC(c2ccccc2)(c2ccccc2)C1=O)Nc1ccc(N2CCOCC2)cc1
  .	2.7	.	.	0.3%	-6.9	.	0.5%	8.8	.	.
COc1cc(C(=O)OC(C)C(=O)Nc2ccc3c(c2)OCCO3)cc(OC)c1OC (stereo not given)
  .	-15.5	.	.	0.4%	-5.1	.	1.0%	12.0	.	.
COc1c(C)cc(C(=O)C2CCCN(C(=O)c3cc(C4CC4)[nH]n3)C2)cc1C (stereo not given)
  18.6%	-5.0	-1.3%	.	0.3%	-9.9	12.7	-0.2%	38.1[activator]	.	.
Cc1cccc2c1-c1sc(C(=O)N3CCCCC3)cc1CO2
  .	-5.8	.	1.2	-0.2%	-1.3	88.0*	3.5%	1.4	5.6%	-0.6%
C=CCN1C(=NC(=O)COc2ccccc2)SC2CS(=O)(=O)CC21 (stereo not given)
  2.8%	-8.2	4.0%	.	-0.1%	-4.5	-1.6	0.1%	2.3	.	.
CCOc1ccccc1C1CC(c2ccc(F)cc2)Nc2nc(N)nn21 (stereo not given)
  -0.3%	3.1	1.9%	-2.7	-0.1%	-2.7	.	0.7%	5.7	-4.6%[11.7 µM]	1.1%
Cc1ccc(C(=O)NCCn2cc(SCC(=O)N3CCOCC3)c3ccccc32)cc1
  -4.4%	-1.5	0.1%	4.3	0.4%	-5.7	2.3	1.5%	1.6	6.6%	0.0%
